Compound activity: PubChem, National Center for Advancing Translational Sciences (NCATS)
D1 potentiator: enhances dopamine response at the human D1 receptor. P21728. HEK293 TREx D1 cells, calcium flux, dopamine EC20 potentiation. potentiation, % at 10 µM. 360,000 compounds, 0.036% hits. AID 504651; in the data active means potentiation above about 30%; further: 0% is about no effect
RXFP1 antagonist: RXFP1 (human) relaxin receptor antagonism. HEK293-RXFP1, relaxin-stimulated cAMP HTRF, 30 min; stronger effect = lower value. 350,000 compounds, 0.59% hits. activity change, negative = inhibition, % at 57.5 µM;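 active means activity change of -60% or lower, but not beyond a set lower limit; inconclusive means change between -60% and -40%, or beyond the set limit; inactive means change above -40%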; further: on the % scale 0 is the no-effect control and ±100 the full control effect
Target sequence (Q9HBX9 whole entry, looked up): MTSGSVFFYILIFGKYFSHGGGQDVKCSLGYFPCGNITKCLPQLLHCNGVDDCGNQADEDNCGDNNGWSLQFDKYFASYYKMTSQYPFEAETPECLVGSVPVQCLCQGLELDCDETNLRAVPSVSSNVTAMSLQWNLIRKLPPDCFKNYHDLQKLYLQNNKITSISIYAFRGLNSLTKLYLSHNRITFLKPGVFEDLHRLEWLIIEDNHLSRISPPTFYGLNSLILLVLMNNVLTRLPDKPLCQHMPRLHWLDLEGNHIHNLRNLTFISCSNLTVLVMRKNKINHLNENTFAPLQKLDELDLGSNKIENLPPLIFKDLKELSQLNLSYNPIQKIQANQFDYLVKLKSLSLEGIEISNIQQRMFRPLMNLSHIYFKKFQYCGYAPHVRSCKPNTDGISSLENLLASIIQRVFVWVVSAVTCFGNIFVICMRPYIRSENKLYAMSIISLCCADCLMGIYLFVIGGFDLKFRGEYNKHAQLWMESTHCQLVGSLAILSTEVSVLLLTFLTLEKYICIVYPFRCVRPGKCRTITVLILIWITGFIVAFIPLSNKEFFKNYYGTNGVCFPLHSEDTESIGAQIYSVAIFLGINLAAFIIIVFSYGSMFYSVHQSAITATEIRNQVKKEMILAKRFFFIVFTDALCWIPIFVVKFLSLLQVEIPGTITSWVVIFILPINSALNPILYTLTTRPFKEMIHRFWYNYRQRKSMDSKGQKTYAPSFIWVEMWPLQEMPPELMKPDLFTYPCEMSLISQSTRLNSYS
TRHR agonist: activates the human TRH receptor | 360,000 compounds, 0.18% hits | P34981 | activation, % at 2 µM | TRHR cells, calcium flux fluo-8, FDSS agonist mode; in the data active means activation above about 30%; further: 0% is about no effect
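Agonist-mode FDSS calcium read (Ex 480/Em 530, 1 s cycles) in 1536-well TRHR cells with fluo-8 dye, after 10-cycle baseline and 23 nL compound addition; TRH at EC20 (10 nM final) added afterwards for the enhancer phase.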
D2 potentiator: D2 dopamine receptor (human) potentiation; P14416; HEK293 T-REx D2, calcium flux, EC20 dopamine potentiation; potentiation, % at 10 µM; 340,000 compounds, 0.34% hits; AID 485347;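 active means potentiation over 3 SD above the plate norm, cut at about 30% in these data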; further: 0% is about no effect
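Tetracycline-induced HEK293 T-REx cells force-coupled to calcium signalling expressed D2; compounds were pin-added after a 10 s baseline, read kinetically 180 s, then an EC20 dopamine challenge followed with a further 180 s calcium read.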
D1 agonist: human D1 receptor agonism | activation, % at 2 µM | 360,000 compounds, 1% hits | P21728 | HEK293 T-REx D1 cells, calcium flux, agonist mode; in the data active means activation above about 30%; further: 0% is about no effect
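Agonism was scored from calcium flux recorded over 180 s (1 read/s) after pintool compound addition, following a 10-cycle baseline. Cells were inducible force-coupled HEK293 TREx D1, plated overnight at 30 C and loaded with no-wash calcium dye.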
Apoferritin bind: binds horse apoferritin like a general anesthetic; P02791; apoferritin/1-aminoanthracene competitive binding, fluorescence; Potency, µM (doses to about 77.5 µM), without a hit: at the top dose activity change, negative = displacement, hits mostly inhibitors; 350,000 compounds, 0.074% hits; AID 485281; further: potency means the concentration at half of the fitted maximal effect; on the % scale 0 is the no-effect control and ±100 the full control effect; nearly all actives have a fitted effect of over 20% in size
Target sequence (P02791 2-175 limits assumed): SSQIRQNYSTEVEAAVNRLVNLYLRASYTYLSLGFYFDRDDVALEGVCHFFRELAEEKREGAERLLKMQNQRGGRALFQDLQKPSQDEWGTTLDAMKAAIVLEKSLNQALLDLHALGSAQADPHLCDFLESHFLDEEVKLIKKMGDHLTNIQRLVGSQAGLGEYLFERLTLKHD
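10 uM apoferritin + 50% sat. 1-AMA, PBS; cpd 10 min RT; Ex380/Em535 endpoint; normalized to free probe vs complex; 4-param Hill fit; propofol titration as pos. ctrl.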
RXFP1 ag: activates the human relaxin receptor RXFP1; Q9HBX9; HEK293T-RXFP1 cAMP TR-FRET, 30 min; response scale: percent of porcine relaxin response, buffer zero; Potency, µM (highest dose often 57.5 µM), for inactives: top-dose activation, usual class: activators; 370,000 compounds, 0.3% hits; further: potency means the concentration at half of the fitted maximal effect; on the % scale 0 is the no-effect control and ±100 the full control effect; nearly all actives have a fitted effect of over 60% in size; many of its hits are not listed in these tables
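Agonist response is measured as cAMP accumulation in an RXFP1-transfected HEK293T line under PDE4 inhibition. Values are scaled between buffer-only and 29 nM porcine relaxin, and EC50s come from standard Hill equation fits.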
TRHR PAM: allosteric enhancers of human TRH receptor; 360,000 compounds, 0.66% hits; enhancement, % at 2 µM; TRHR cells, fluo-8 calcium fluorescence, EC20 TRH enhancement; P34981; in the data active means enhancement above about 30%; further: 0% is about no effect
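TRHR-expressing cells loaded with fluo-8 calcium dye were read kinetically (ex 480/em 530) during compound addition, then stimulated with an EC20 of TRH (10 nM final). Enhancement of the Gq-mediated intracellular calcium response was scored.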
D1 antag: antagonists of human D1 dopamine receptor | HEK293 TREx D1 cells, calcium flux, dopamine EC80; stronger effect = lower value | activity change, negative = inhibition, % at 10 µM | 360,000 compounds, 3.2% hits | P21728; in the data active means activity change below about -30%; further: on the % scale 0 is the no-effect control and ±100 the full control effect
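HEK293 T-REx cells expressing inducible, force-coupled D1 receptor; no-wash Ca dye, 30–90 min RT. Cmpd → 180 s read at 1 Hz → EC80 DA → 180 s read.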
Starred values were filed as active, the others as inactive; ? = inconclusive; . = no result given; [ ] = another dose, or the depositor's remark. Unless noted, the call rests on the fitted dose curve; in most records, active means well fitted curve in the direction sought with a large enough effect; inconclusive means small, poorly fitted or top-dose-only effect, or another doubt; inactive means no such curve, though single readings can be large; an effect the other way counts as inactive or inconclusive. Only part of the results is shown; rates above refer to the full screens.

Each structure is followed by: D1 antag	D1 potentiator	RXFP1 antagonist	TRHR agonist	TRHR PAM	D2 potentiator	RXFP1 ag	D1 agonist	Apoferritin bind
O=C1CCC(C(=O)Nc2nnc(C3CC3)s2)=NN1
  1	-4	-15	0.3	18	-5	0.5%	5	-5%
COc1ccc(-c2nnc(SCC(=O)NC3CCCCC3)o2)cc1
  2	-3	8	-0.9	6	-5	4.2%	1	-6%
Cc1cccc(NC(=S)N(CCN2CCOCC2)Cc2ccccc2F)c1
  -10	5	-4	-1.4	4	2	1.2%	1	-15%
CC(/C=C/c1ccccc1F)=N\NC(=O)c1ccc(Cl)cc1
  -9	-2	-34	-1.0	-4	-1	0.8%	1	-9%
COc1ccc(OC)c(NC(=O)[C@H](CSCc2ccccc2)N2Cc3ccccc3C2=O)c1
  -3	-6	.	0.5	-5	-1	2.6%	6	45%[activator]
CC(C)c1nc(SCC(=O)N2CCCc3ccccc32)c2c(=O)n(C)c(=O)n(C)c2n1
  5	17	-5	-0.2	2	2	0.1%	1	2%
CC(C)NS(=O)(=O)c1ccc(OCC(=O)N2CCc3ccccc3C2)cc1
  -22	-7	-7	-0.8	5	5	-1.0%	6	-5%
O=C(c1cccc(NS(=O)(=O)c2ccccc2)c1)N1CCCCC1
  11	-4	-8	-0.3	-7	12	0.4%	-1	.
O=C(c1ccccc1)N1CCN(c2ncnc3c2cnn3-c2ccccc2)CC1
  -1	-9	-6	-0.4	6	-4	0.0%	5	-12%
O=C(c1cccnc1)N1CCN(c2ccc(Cl)cc2)CC1
  -21	3	-14	0.5	2	0	-1.3%	8	-1%

4 of the compounds above, in CSV form.
Molecule,D1 antag,D1 potentiator,RXFP1 antagonist,TRHR agonist,TRHR PAM,D2 potentiator,RXFP1 ag,D1 agonist,Apoferritin bind
CC(C)NS(=O)(=O)c1ccc(OCC(=O)N2CCc3ccccc3C2)cc1,-22,-7,-7,-0.8,5,5,-1.0%,6,-5%
O=C(c1cccc(NS(=O)(=O)c2ccccc2)c1)N1CCCCC1,11,-4,-8,-0.3,-7,12,0.4%,-1,.
O=C(c1ccccc1)N1CCN(c2ncnc3c2cnn3-c2ccccc2)CC1,-1,-9,-6,-0.4,6,-4,0.0%,5,-12%
O=C(c1cccnc1)N1CCN(c2ccc(Cl)cc2)CC1,-21,3,-14,0.5,2,0,-1.3%,8,-1%

(continued)
Each structure is followed by: D1 antag	D1 potentiator	RXFP1 antagonist	TRHR agonist	TRHR PAM	D2 potentiator	RXFP1 ag	D1 agonist	Apoferritin bind
COCCNC(=S)N1CCOCC1
  -2	4	-7	0.2	-3	.	-0.3%	1	7%
CC(=O)Oc1ccc(C(=O)Nc2ccccc2C(=O)N2CCCC2)cc1
  6	4	6	-2.5	13	14	0.2%	1	-4%
O=C(CSc1nnc(-c2ccc3c(c2)OCCO3)o1)N1CCCC1
  3	-1	-10	-0.7	-2	7	0.8%	2	-13%
COC(=O)Cc1c(C)c2ccc(OCc3nn[nH]n3)c(C)c2oc1=O
  4	6	11	-0.1	-2	3	5.3%	2	-1%
COc1ccc(CN(C)CC(=O)Nc2ccccc2C(=O)NC2CC2)cc1OC
  9	5	5	0.4	12	23	4.7%	0	.
O=C(CS(=O)(=O)c1ccccc1)NC1CCCCC1
  2	5	.	-0.3	0	0	0.7%	3	-3%
CCOc1[nH]n(-c2ccc(Cl)cc2)c(=O)c1C=Nc1ccc(C)cc1
  19	1	.	0.2	1	11	0.3%	2	-11%
COc1cc(-c2nnc(SCCOc3ccc(Cl)cc3)o2)cc(OC)c1OC
  -6	-1	.	0.3	4	19	0.4%	0	-18%
COc1cccc(Oc2cncnc2-c2ccc(OC)cc2O)c1
  5	-5	-4	-0.2	-3	-11	0.9%	3	?
Cn1c2ccc(CC(=O)O)cc2c2cc(CC(=O)O)ccc21
  -17	4	-21	-0.4	-2	-5	-0.9%	1	0%
COc1ccc(CCCc2n[nH]c(=S)n2C)cc1C
  -17	-7	3	-0.4	7	1	2.9%	16	-14%
CCC(C(=O)Nc1ccc2c(c1)OCCO2)n1c(=O)[nH]c2ccccc2c1=O (stereo not given)
  -23	-6	-22	-0.3	-8	-5	-4.8%	2	-6%
O=C(/C=C/c1ccc(S(=O)(=O)NCc2ccco2)cc1)NCc1cccc(Cl)c1
  -5	-3	1	0.1	-2	11	1.0%	2	-9%
CCc1c(C)sc(NC(=O)CCc2ccc(OC)cc2)c1C(N)=O
  -7	-3	.	-0.3	0	4	1.6%	-2	-5%
COc1ccc(Cl)cc1C(=O)NCc1nc(-c2cccc(C)c2)no1
  8	0	-5	2.4	-5	-15	-0.4%	11	5%
NC(=O)[C@H]1CC2(CC(c3cccc(NC(=O)COc4ccc(Cl)cc4)c3)=NO2)CN1C(=O)C(c1ccccc1)c1ccccc1 (stereo not given in full)
  2	-1	.	0.5	-5	-3	0.6%	7	6%
CCOC(=O)CSc1nnc(CNc2nc(-c3ccccc3)cs2)n1C
  -37*	-13	-2	-0.5	3	1	1.9%	3	-8%
CC(=O)O/N=C/c1c(Cl)n(C)c2ccccc12
  5	2	-1	1.0	-8	-6	0.9%	1	-11%
COCCn1c(SCC(=O)c2[nH]c(C)c(C(C)=O)c2C)nc2ccccc21
  -17	-10	6	-1.1	-3	-1	-0.5%	1	-8%
COc1ccc(NC(=O)CN(C)C(=O)CCC(=O)c2ccc(C)cc2)cc1
  12	-7	-7	-0.2	15	-3	2.4%	15	.
Cc1ccc2nc(NC(=O)CSc3nncc(=O)n3N)sc2c1
  12	1	-9	-0.3	-8	10	2.4%	2	6%
Cc1nnc2c(NC(C)C)nc3ccccc3n12
  -5	-1	1	-0.1	-1	0	9.5%	1	-5%
CC(OC(=O)c1cccc(NS(C)(=O)=O)c1)C(=O)Nc1ccc2c(c1)OCO2 (stereo not given)
  -7	0	-4	0.6	1	-10	-1.2%	5	.
COc1ccc(CCNC(=O)c2cc(-c3ccccc3OC)on2)cc1OC
  -2	-1	-12	-0.1	6	7	1.6%	3	-14%
COc1ccc(N2CCN(CCNC(=O)Nc3ccc(C)c(Cl)c3)CC2)cc1
  -12	0	4	0.2	9	-6	3.5%	31*	-13%
COc1ccc(C)cc1N(C(=O)c1snc(C(N)=O)c1N)C(C(=O)NC1CCCCC1)c1ccc(C)o1 (stereo not given)
  6	3	-19	0.4	1	-2	3.4%	4	-10%
COc1cccc2[nH]c3c(=O)n(CCN(C)C)cnc3c12
  -1	3	7	-0.1	-4	-11	2.2%	2	-18%
CC(C)CN(C(=O)COC(=O)/C=C/c1ccccc1)C1CCS(=O)(=O)C1 (stereo not given)
  0	-3	1	0.9	-8	6	-2.0%	3	.
O=C(Nc1ccc(F)cc1)N(Cc1nnc2n1CCCCC2)c1ccccc1
  1	-6	1	0.5	-6	-4	0.0%	1	-10%
CC1=C(C(=O)Nc2ccccc2)C(c2ccco2)C(C#N)=C(SCC(=O)OC(C)C)N1 (stereo not given)
  -12	-3	12	-0.2	-2	-1	1.3%	4	?
CCN(CC)C(=O)C(=O)N/N=C/c1ccc(Cl)cc1Cl
  -2	0	2	-0.5	5	.	-0.3%	1	-13%
Nc1ccc(Nc2nc3ccccc3[nH]2)cc1
  0	-9	-1	0.0	-2	-6	-2.0%	3	-12%
COCCn1c(-c2ccc(OC)cc2)c(-c2ccc(OC)cc2)oc1=O
  0	-6	1	0.1	5	4	0.0%	1	-8%
O=C(CC(=O)NN=C1CCCC1)NCCc1ccccc1
  -5	12	8	0.1	9	15	0.1%	0	?
Nc1nn(S(=O)(=O)c2cccc3nsnc23)cc1-c1ccc(Br)cc1
  -7	3	-1	-0.1	0	.	2.8%	1	4%
O=C(c1ccc(Br)s1)N1CCN(Cc2ccc3c(c2)OCO3)CC1
  -35*	-4	15	-0.6	-2	-23	0.2%	0	-5%
O=C(N/C(=C/c1ccc(Cl)cc1)C(=O)N1CCCC1)c1ccccc1
  -5	-6	-10	0.0	0	12	-1.7%	5	-9%
COC(=O)c1cccc(C(=O)Nc2ccc(C)cc2)n1
  -7	-1	7	-0.2	8	-4	-0.8%	2	-9%
CC(Oc1cccc(Br)c1)C(=O)N1CCCN(C)CC1 (stereo not given)
  -29	-4	-9	0.1	2	-2	-1.5%	6	-3%
CC(Oc1ccc(Cl)cc1Cl)C(=O)NC(=S)N1CCc2ccccc21 (stereo not given)
  -4	-3	?	-0.2	-2	0	0.7%	6	-3%
O=C(N/N=C/c1sc(=O)n(Cc2ccc(Br)cc2)c1Cl)c1ccco1
  -49*	7	-15	-0.7	6	3	-0.1%	14	-12%
Cc1ccc(Nc2cc(C)nc3ccc(C)cc23)cc1
  -33*	-6	-82*	0.2	9	-6	0.9%	4	-11%
CC(C)OCCCn1c(=S)[nH]c2ccc(N3CCOCC3)cc2c1=O
  -10	-3	-8	-0.2	-1	-5	-0.8%	7	.
CCCCCC(=O)Nc1ccc(S(=O)(=O)Nc2cc(OC)nc(OC)n2)cc1
  -5	1	-8	0.5	1	-9	0.0%	3	-4%
Cc1nnc(C)c2c(C)n(C(C)c3ccccc3)c(C)c12 (stereo not given)
  0	-9	-2	-0.7	11	2	2.0%	2	-12%
